Source: PubChem BioAssay (National Center for Advancing Translational Sciences (NCATS))
KDM5B inhibitor: Primary screen for KDM5B Histone Demethylases FDH-coupled qHTS | Lysine-specific demethylase 5B (Homo sapiens), Q9UGL1 | KDM5B demethylase, FDH-coupled NADH fluorescence (FDH is formaldehyde dehydrogenase) | Potency, µM (series often up to 57.7 µM), for the others: at the top dose activity change, negative = inhibition, usual class: inhibitors | hit rate 2.6% among 220,000; active = well fitted inhibition curve with a large enough effect; inconclusive = small, poorly fitted or top-dose-only effect; inactive = no such curve, though single readings can be large or run the other way; also: 0% is about no effect; nearly all actives have a fitted effect of over 70% in size
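Here, H3K4me3 peptide (12.5 µM in substrate mix) is demethylated by KDM5BΔAP, 200 nM final, after 10 min compound exposure. Formaldehyde product is coupled through FDH (0.25 U/mL in mix) to NADH fluorescence; 30-min ΔRFU feeds dose-response curves.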
* = called active by the depositor; ? = inconclusive; [ ] = dose if it differs, or a comment. Potency is read from the fitted curve at half-maximal effect. These rows are one share of the data. The share of hits here may be higher or lower than overall.

molecule | KDM5B inhibitor
CN(C)CCNCc1ccc(C(F)(F)F)cc1 | 17.9%
COc1ccc(-c2coc3cc(OCCN4CCN(C)CC4)ccc3c2=O)cc1 | 7.8%
Cc1[nH]c2ccccc2c1C(=O)NCc1ccccc1 | -4.2%
Cc1ccc(CNC(=O)Cn2cc(C(=O)c3ccc(F)cc3)c(=O)c3ccc(C)nc32)cc1 | -3.4%
COC(=O)CNC(=O)C1=NOC2CN(C(=O)NC(C)C)CC12 (stereo unspecified) | 6.8%[149 µM]
O=S(=O)(NC1CCCc2nc(-c3ccccc3)ncc21)N1CCCC1 (stereo unspecified) | 6.0%
O=C(Nc1ccc2oc(-c3cccnc3)nc2c1)c1cccc(Br)c1 | 13.8%
Cc1nc(C)c(C(=O)NNC(=O)Nc2ccc(Cl)cc2)s1 | 9.0%
CC(=O)c1c(C)n(-c2ccc(Cl)cc2)c2ccc(OCC(N)=O)cc12 | -11.0%
O=C(NCc1cccc(C(F)(F)F)c1)OCC(F)(F)F | -3.1%
CC(=O)Cc1c(C)n[nH]c1C | -1.8%
Cc1ccc(C(C)C)c(OCC(O)CNCc2ccccc2)c1 (stereo unspecified) | 17.7%
Cc1nc(C2CC(NC(=O)Cn3cc(Cl)c(C)n3)C2)cc(=O)[nH]1 (stereo unspecified) | 3.2%
O=C(NCCNc1ncccc1C(F)(F)F)Nc1ccccc1F | -24.0%
CC1CCN(S(=O)(=O)c2ccc3nc(NC4CCCCCC4)ccc3c2)CC1 | ?
O=C(Cn1c(=O)n(CCc2ccccc2)c(=O)c2sccc21)c1ccc(F)cc1 | -31.1%
O=C(NCCn1cc(SCc2ccccc2Cl)c2ccccc21)c1cccs1 | -17.9%
CCNC(=O)c1ccc(CN2C(=O)NC3(CCS(=O)(=O)CC3)C2=O)cc1 | 1.9%
CCOc1ccc(N(CCC#N)C(=O)Cn2nc(C(=O)O)c3ccccc3c2=O)cc1 | -1.0%
Cc1ccc(/C=N/NC(=O)Cc2c(F)cccc2Cl)s1 | -2.8%

molecule | KDM5B inhibitor
CCCCc1ccc(NC(=O)Cn2c(=O)c3c(ncn3CCOC)n(Cc3ccccc3)c2=O)cc1 | 5.5%
CC(C)CNC(=O)CN1CCN(c2cccc(Cl)c2)CC1 | ?
Cc1ccc(C(=O)N2CCN(C(=O)c3nnn4c3COC(c3ccc(F)cc3)C4)CC2)cc1C (stereo unspecified) | 4.5%
CCc1ccc(NCc2cc3cc4c(cc3n(CC(=O)Nc3ccc(OC)cc3)c2=O)OCO4)cc1 | ?
Cc1ccc2c(C)c(C(=O)N(Cc3ccncc3)CC3CCCO3)oc2c1C (stereo unspecified) | -10.2%
CN(Cc1cccnc1)Cc1nc(C2(O)CCN(Cc3ccccc3)CC2)cs1 | -21.4%[86.2 µM]
Cn1nnc2c[n+](CC(=O)c3ccc4ccccc4c3)cc(Br)c21 | 8.9%
Cc1cc(NC(=O)COC(=O)c2cnccn2)ccc1Br | 6.0%
COc1cccc(CNCCSc2nnnn2C)c1OCc1ccccc1Cl | ?
CC(C)C(=O)NCCNC(=O)c1cc(-c2ccncc2)nc2ccccc12 | -7.7%
CC1CCCN(S(=O)(=O)c2ccc3[nH]c(=O)cc(C(=O)NCCc4ccc(Cl)cc4)c3c2)C1 (stereo unspecified) | 2.2%
Cc1ccccc1[C@H]1C[C@@H](O)[C@@H](O)[C@@H]1NS(=O)(=O)c1cccc(C#N)c1 | -1.2%[86.2 µM]
COc1ccc(S(=O)(=O)N2CC[C@H](NC(=O)Cc3cccs3)C[C@H]2C(=O)N[C@@H](CC2CCCCC2)C(N)=O)cc1 | 17.3%
CNC(=O)NC(=O)C(C)Sc1ccc(F)cc1 (stereo unspecified) | 23.3%
O=C(NCc1ccncc1)C1Cn2cccc2C(=O)N1Cc1ccccc1 (stereo unspecified) | -38.6%
O=C(NC1CCN(CCCc2nc3ccccc3o2)CC1)C1CCCCC1 | -14.5%
COc1ccc(-c2noc(N(c3cccc(Cl)c3)c3nc(-c4ccc(OC)c(OC)c4)no3)n2)cc1OC | 0.3%
CC(=O)Nc1ccc(S(=O)(=O)NCc2ccc(C(=O)NCc3ccc(Cl)cc3)cc2)cc1 | -27.4%
Cc1cc(=O)c(C(=O)N2CCCn3nc(CO)cc3C2)cn1C | ?
CCC(Oc1ccccc1)C(=O)Nc1ccccc1OCc1cc(=O)n2ccccc2n1 (stereo unspecified) | 2.7%

molecule | KDM5B inhibitor
COc1ccc(C(C)=O)cc1COC(=O)C1(c2ccc(Cl)cc2)CCCC1 | -13.1%
Cc1ccc(CNC(=O)N2CCCC(Cc3noc(-c4cnccn4)n3)C2)cc1 (stereo unspecified) | -6.0%
CC(=O)N1CCc2cc(S(=O)(=O)CCC(=O)N3CCC(Cc4nncn4CC4CC4)CC3)ccc21 | 15.7%
CCCCCC1CCc2nc(/C=C/c3ccccc3)ccc2C1 (stereo unspecified) | 17.9%
Oc1ccc(-c2nc(-c3ccccc3F)cs2)cc1 | -17.7%
O=C(c1cc(=O)[nH]c(=O)[nH]1)N1CCc2onc(-c3ccccc3F)c2C1 | -9.6%
CCCCNC(=O)C1CCN(C(=O)c2ncn3c2COC(c2ccccc2)C3)CC1 (stereo unspecified) | -10.6%
CCCn1c(SCc2nc(-c3ccc(OC)c(OC)c3)no2)nnc1-c1ccccc1 | -14.7%
Cc1ccc(C(=O)C(C)Oc2ccc(C#N)cc2)cc1C (stereo unspecified) | 14.7%
Cn1c(=O)[nH]c(=O)c2c1nc(NCCCO)n2CC(O)COc1ccc(Cl)cc1 (stereo unspecified) | 11.9%
CCC(=O)N1CCN(C(=O)Cc2ccc(C)c(C)c2)[C@H]2CS(=O)(=O)C[C@H]21 | 15.6%
CCN(CC)[C@H]1[C@@H]2OC[C@@H](O2)[C@@H](NCc2ccc(N(C)C)cc2)[C@@H]1O | -4.8%[86.2 µM]
CC1CN(C(=O)CCC(=O)Nc2cc(F)ccc2F)c2ccccc2S1 (stereo unspecified) | -6.5%
O=C1CCN(Cc2ccncc2)CCCC(C(=O)Nc2cccc(F)c2)CCN1 (stereo unspecified) | ?
COc1cccc(-c2cc(C(F)(F)F)n3ncc(C(=O)OC(C)C)c3n2)c1 | ?
O=C(Cc1cccc(F)c1)NCC1CCN(Cc2cccs2)CC1 | 16.4%
CCOc1ccccc1NC(=O)CCn1ccn2nc3c(c2c1=O)CCCC3 | -2.7%
O=C(OCC(F)(F)F)c1cc([N+](=O)[O-])cc([N+](=O)[O-])c1 | 16.7%
CC(CCc1ccccc1)N(C)CC(O)c1cccc([N+](=O)[O-])c1 (stereo unspecified) | -0.7%
O=C(NC1CCCC1)C(c1cccnc1)N(C(=O)c1csnn1)c1ccccc1Cl (stereo unspecified) | 13.6%

molecule | KDM5B inhibitor
CCc1nc2cccnc2n1-c1ccc(CC(=O)NC(C)CC)cc1 (stereo unspecified) | 29.9%
Cc1ccc(NC(=O)c2nc(S(C)(=O)=O)ncc2N(Cc2ccco2)Cc2cccs2)c(C)c1 | ?
N#Cc1cccc(C(=O)N2C[C@@H](Oc3cccnc3)C[C@H]2C(=O)N2CCOCC2)c1 | 11.1%
O=C(CC1CCN(C(=O)C2CCCCC2)C1)NCc1ccccc1 (stereo unspecified) | -13.3%
Cc1cc(NC(=O)CCSc2nnc3c(Cl)cc(C(F)(F)F)cn23)no1 | -3.2%
Cc1cc(C)c(NC(=O)CN2CCN(c3ccccc3)CC2)c(Cl)c1 | 7.4%
Cc1nc2c(-c3ccccc3)c(C)nn2c(C)c1CCC(=O)NCCc1ccccc1 | 5.9%
Cc1ccc2cc(C(=O)NCc3cccnc3-n3cccn3)c(C)nc2c1 | 11.4%
CSc1ccc(Cl)c(C(=O)NCCC2=CCCCC2)c1 | 11.2%
CCCC(=O)Nc1nc(-c2c[nH]c3ccccc23)cs1 | -31.2%
O=C(NC1CCCCC1)N1C2CCC1CN(c1ccc(C(F)(F)F)cc1)C2 | 2.0%[115 µM]
CN1CCC2(C1)CN(CC1CC1)c1ccc(C(=O)NC3CC3)cc12 (stereo unspecified) | ?
COC(=O)CC(NC(=O)c1cc2ccccc2oc1=O)c1ccccc1 (stereo unspecified) | 1.2%
COc1ccc(S(=O)(=O)N(Cc2ccccc2)c2ccccc2C(=O)N2CCOCC2)cc1 | -13.7%
O=S(=O)(Nc1ccc(N2CCCCC2)cc1)c1ccc(F)cc1 | 7.0%
O=C(O)c1ccc(/C=C/C(=O)c2cccc(N3CCOCC3)c2)cc1 | 2.4%
Cc1ncsc1CN1CCCC(c2nc(-c3cccnc3)no2)CCNC(=O)CC1 (stereo unspecified) | 23.1%
COc1ccc(-c2cc(C(F)(F)F)n3nc(C(=O)Nc4cc(C)ccc4C)cc3n2)cc1 | ?
COc1ccc(Br)c(C(=O)Oc2cc(Cl)ccc2Cl)c1 | 24.8%
Cc1nn(-c2ccccc2)c(C)c1CCC(=O)N1CCN(S(=O)(=O)c2ccc(F)cc2F)CC1 | -5.5%

molecule | KDM5B inhibitor
CCn1c2c(c(=O)n3ncc(C(=O)Nc4ccc(OC(F)(F)F)cc4)c13)CN(Cc1ccc(OC)cc1)CC2 | ?
COc1ccc(C(=O)N[C@H]2CO[C@H]3[C@@H]2OC[C@@H]3n2cc(CC3CCCCC3)nn2)cc1 | -17.7%[86.2 µM]
CC(C)(C)C(=O)NC1CCN(CC(=O)Nc2ccc3c(c2)OCO3)CC1 | 27.1%
Cc1ccc(Cn2nnc(C(=O)Nc3ccc(F)c(F)c3)c2N)cc1 | -17.3%[11.5 µM]
Cc1cc(NC(=O)c2nc3ccccc3nc2NCc2ccccc2)ccc1Br | 27.2%
CN(C)C[C@@H]1CN(c2ncccn2)C[C@H]1NS(=O)(=O)c1cc(F)ccc1F | ?
CC(=O)Nc1ccc(NC(=O)Cn2ccn3nc(-c4ccc(F)cc4)c(CO)c3c2=O)cc1 | ?
CCCN1CCC2(CCN(C(C)=O)CC2)Oc2ccccc21 | ?
O=C(CSc1nc2cc(Cl)ccc2s1)Nc1cccc(F)c1 | 5.1%
Oc1c(Cl)cc(Cl)cc1C1Nc2ccccc2-n2cccc21 (stereo unspecified) | -28.2%
CCc1ccc(Cl)c(CC)c1NC(=O)C=C(C)C | 9.0%
CCOC(=O)c1c(-c2ccc(OC)cc2)oc2ccc(OCc3ccc(C(=O)OC)cc3)cc12 | ?
Cc1[nH]c2c(Cl)cccc2c(=O)c1CN1CCCCCC1 | -1.6%
COCCOC1CCN(C(=O)c2n[nH]c3ccccc23)CC1 | -18.1%
O=C(NC1CCCC1)c1cccc(I)c1 | 22.8%
COc1cccc(N2CCN(c3nc(C(=O)NCc4cccc(C)c4)cs3)CC2)c1 | -16.1%
O=C([C@H]1C[C@H](Oc2ccccc2)CN1S(=O)(=O)c1ccc(F)cc1)N1CCOCC1 | -7.5%
CCn1cc(CNc2ncc(C(C)(C)C(=O)O)c(N3CCOCC3)n2)cn1 | -23.9%
CCc1ccc(OC(C)C(=O)N2CCC(c3nc4ccccc4o3)CC2)cc1 (stereo unspecified) | ?
O/N=C1\CC(c2ccccc2)Oc2c(Cl)cc(Cl)cc21 (stereo unspecified) | -22.8%

molecule | KDM5B inhibitor
Cc1cc(C)c2c(c1)N[C@H](c1cccs1)[C@@H]1CCO[C@H]21 | 16.9%
Cn1ccnc1CNC(=O)C[C@@H]1C[C@H]2O[C@H](CNC3CCC3)[C@@H](O)[C@H]2O1 | 4.7%[86.2 µM]
COc1cccc2c1c(NC(=O)Nc1ccc(F)cc1F)nn2C | 5.4%
COCc1nnc(NC(=O)CCn2ccc3cc(OC)ccc32)s1 | -10.9%
CCOc1ccc(NC(=O)CCC(=O)N2CCSc3ccccc32)cc1 | ?
CCCCNC(=O)CCCn1c(=O)c2ccccc2n(CC(=O)Nc2ccccc2OCC)c1=O | -0.1%
O=C(N1CCOCC1)N1CCN(S(=O)(=O)c2ccc(Cl)cc2)C1 | 26.3%
CCn1cc(S(=O)(=O)NC2CCCN(C3CCCCCC3)C2)cn1 (stereo unspecified) | 9.0%
c1csc(-c2nc3ccccc3s2)c1 | ?
CCOC(=O)c1cc(-c2csc(COc3ccc(Cl)cc3)n2)on1 | -9.1%
CN(Cc1c(F)cccc1Cl)C(=O)c1ccc(NS(C)(=O)=O)cc1 | 9.7%
COc1ccc(NC(=O)C2(C)CCc3cnc(NCc4ccccc4)nc32)cn1 (stereo unspecified) | 39.8µM*
O=C(Nc1cccc(Br)c1)N1CC2CC(C1)[C@H]1CCCC(=O)N1C2 (stereo partly specified) | -8.6%
CCN(Cc1cccc2nonc12)CC1CCCN(CCc2cccc(OC)c2)C1 (stereo unspecified) | 19.2%
CNC(=O)N1CCC(C2CCN(C(=O)Cc3ccc(F)cc3)C2)CC1 (stereo unspecified) | 2.4%
CCc1nn2c(=O)cc(COC(=O)c3ccccc3NC(=O)C3CCCCC3)nc2s1 | -29.9%
CCOc1ccc(C(=O)OCc2nc(N)c3ccccc3n2)cc1 | -13.0%
